TbREL1 primary: TbREL1 inhibition, primary screen. P86926. TbREL1 RNA ligation, FRET fluorescence. inhibition, % at 9.66 µM. hit rate 0.49% among 89,000. AID 1117264;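 active = inhibition above the mean inhibition across all screened compounds plus 3 SD, cut at about 11% in these data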;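 also: 0% = plate median of test wells and 100% = NSC42067 control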
Target sequence (P86926 whole entry, looked up): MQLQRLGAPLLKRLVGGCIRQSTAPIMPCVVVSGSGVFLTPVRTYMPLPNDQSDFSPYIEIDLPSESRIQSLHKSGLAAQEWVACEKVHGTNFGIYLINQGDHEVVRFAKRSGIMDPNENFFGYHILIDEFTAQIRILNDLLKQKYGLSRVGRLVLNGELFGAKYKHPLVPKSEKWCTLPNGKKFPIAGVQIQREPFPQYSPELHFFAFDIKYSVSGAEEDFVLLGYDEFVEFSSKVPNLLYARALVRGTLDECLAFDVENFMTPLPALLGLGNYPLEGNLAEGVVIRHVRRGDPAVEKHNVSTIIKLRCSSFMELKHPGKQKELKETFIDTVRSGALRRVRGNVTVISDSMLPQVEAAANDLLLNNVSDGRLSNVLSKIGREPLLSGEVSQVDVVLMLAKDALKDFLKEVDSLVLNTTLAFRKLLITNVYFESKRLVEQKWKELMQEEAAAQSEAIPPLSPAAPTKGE
Numbers without * were called inactive. Some of the compounds tested, so the mix of outcomes need not match the whole.

TbREL1 primary	smiles
6	CCSc1nc2c(c(=O)[nH]1)C(C(C)C)C(C#N)=C(N)O2 (stereo not drawn)
-1	Cc1csc(NC(=O)c2cc3c(s2)CCCC3)n1
-1	CCC(C)n1c(SCC(=O)/C(C#N)=C(\C)N)nc2ccccc2c1=O (stereo not drawn)
-2	C[C@@H]1CN([C@@H](C)CO)C(=O)c2cc(Br)cnc2O[C@H]1CN(C)C(=O)NC1CCCC1
-4	COc1ccc(-n2c3c(cc(C(=O)NNc4ccccc4C)c2=O)C(=O)CC(C)(C)C3)cc1
-1	O=C(Cc1ccc(F)cc1)N1CCC(CC2CC(c3cccc(Br)c3)=NO2)(C(=O)NCC2CCCCC2)CC1 (stereo not drawn)
3	C[C@H](c1ccccc1)N1C[C@H](COCc2ccccc2)Oc2cc(N3CCC[C@H]3C(N)=O)ccc2S1(=O)=O
0	OC(c1ccc(F)c(F)c1)c1ncc(-c2cccc(F)c2)[nH]1 (stereo not drawn)

(further entries)
TbREL1 primary	smiles
7	CC(=O)c1cc(CN2CCC(n3nccc3NC(=O)c3ccccc3)CC2)cs1
6	COC(=O)c1ccc2nc(-c3ccc(C)cc3)c(Cc3ccsc3)n2c1
3	CCOC(=O)C(Oc1ccc2c(-c3ccc(OC)cc3)cc(=O)oc2c1C)c1ccccc1 (stereo not drawn)
-5	COc1ccc(CN2C(=O)c3c(c(C)n(C)c3C)C2C(=O)NC2CCC(C)CC2)cc1 (stereo not drawn)
0	COc1ccc(OCCCC(=O)OCC(=O)Nc2nnc(-c3ccccc3)o2)cc1
0	CCOC(=O)N1CCC(N2C(=O)c3ccccc3C2Nc2ccc(S(=O)(=O)N3CCOCC3)cc2)CC1 (stereo not drawn)
0	CCc1ccc2oc(-c3cc(N)cc(C)c3O)nc2c1
0	O=C(NCC1CCN(c2ccc(S(=O)(=O)N3CCOCC3)cc2)CC1)c1cccc(Cl)c1

(cont.)
TbREL1 primary	smiles
5	c1ccc2c(Nc3nncs3)c3ccccc3nc2c1
-3	Nc1c(C(=O)c2ccco2)oc2ccccc12
5	COc1ccc(C=O)c(OCc2cn(CC(=O)c3ccc(O)cc3)nn2)c1
-1	CCn1c(=NC(=O)CSC(C)=O)sc2ccccc21
0	O=Cc1cnc2ccccc2c1-c1ccccc1
4	COc1ccc(NS(=O)(=O)c2ccc(Cl)c(C(=O)O)c2)cc1S(=O)(=O)N1CCCCC1
-4	COC(=O)CSc1nccc(-c2ccc(F)cc2)c1C#N
5	O=C(CSc1nc(-c2ccccc2Cl)ns1)NCc1ccc2c(c1)OCO2

(further entries)
TbREL1 primary	smiles
0	O=C(Nc1ccc2c(c1)oc1ccccc12)C1CC1
-1	CCCCCn1nnnc1C1(C)CSCC(=O)N1Cc1ccco1 (stereo not drawn)
4	COc1cccc(N(C(=O)Cn2nnc(-c3cccs3)n2)C(C(=O)NC2CCCCC2)c2ccncc2)c1 (stereo not drawn)
0	O=S(=O)(c1cccc(C(F)(F)F)c1)N1CCC(O)(c2cccnc2)CC1
8	Cc1sc2ncnc(SCC(=O)NC3CCCC3)c2c1C
0	COc1cc(C(=O)NNC(=O)CCOc2ccccc2)cc(OC)c1OC
-1	Cc1ccc(C(c2nnnn2C2CCCC2)N2CCN(c3nc4ccccc4s3)CC2)cc1 (stereo not drawn)
0	N#Cc1c(N2CCOCC2)nsc1-c1ccccc1

The list goes on.
TbREL1 primary	smiles
1	Cc1cc(Nc2ccccc2C(=O)O)nc2nc3ccccc3c(=O)n12
2	COC(=O)c1cccc(-n2[nH]nnc2=S)c1
-3	COc1ccc(C(=O)C2CCCN(C(=O)CCc3scnc3C)C2)c(C)c1 (stereo not drawn)
-3	COc1ccc(S(=O)(=O)N2CCN(Cc3c[nH]c4ccccc34)CC2)cc1
-2	Cc1cs/c(=N\N=C\c2ccc(O)cc2)n1Cc1ccco1
-4	O=c1[nH][nH]c2c1[C@@H](c1ccc(F)cc1)O[C@H](CCOCc1ccccc1)C2
-1	CCOC(=O)C1=CCN(S(=O)(=O)c2ccccc2C)C1c1cccc(F)c1 (stereo not drawn)
1	CCc1c(C(=O)N/N=C/c2cccs2)nnn1-c1nonc1N

Filtered by structure, those above with an NH in an aromatic ring
TbREL1 primary	smiles
6	CCSc1nc2c(c(=O)[nH]1)C(C(C)C)C(C#N)=C(N)O2 (stereo not drawn)
0	OC(c1ccc(F)c(F)c1)c1ncc(-c2cccc(F)c2)[nH]1 (stereo not drawn)
2	COC(=O)c1cccc(-n2[nH]nnc2=S)c1
-3	COc1ccc(S(=O)(=O)N2CCN(Cc3c[nH]c4ccccc34)CC2)cc1
-4	O=c1[nH][nH]c2c1[C@@H](c1ccc(F)cc1)O[C@H](CCOCc1ccccc1)C2

Following part
TbREL1 primary	smiles
-2	Cn1c(=O)[nH]c(=O)c2c1nc(N1CCCC1)n2CCCSc1nc2ccccc2o1
3	CCn1c(SCC(=O)Nc2ccc(OC)c(OC)c2)nnc1-c1cccs1
2	Cc1cccc(NC(=O)CCS(=O)(=O)c2ccc3c(c2)oc(=O)n3C)c1
-6	O=c1[nH][nH]c2c1[C@H](c1ccc(Cl)cc1)O[C@H](C1CCCC1)C2
-5	COc1ccc(-n2c(C)cc(C(=O)CN3CCC(C)CC3)c2C)cc1
1	CC(C)(C)n1nnnc1C(c1cccnc1)N(Cc1ccccc1)Cc1cccs1 (stereo not drawn)
2	CCn1c(/C=C/c2c(C)n(CC)c3ccccc23)nc2ccccc2c1=O
-1	COc1ccccc1-c1n[nH]c(=S)n1-c1ccccc1

New compounds follow.
TbREL1 primary	smiles
-3	Cc1cnc(C(=O)N2CCCC(C(=O)c3ccc(Cl)cc3C)C2)cn1 (stereo not drawn)
-2	O=C1c2ccccc2C(=O)N1CCc1csc(-c2cccc(F)c2)n1
-3	COc1ccc(C(=O)Nc2ccc(S(=O)(=O)Nc3onc(C)c3C)cc2)c(OC)c1
-1	OCC[C@@H]1C[C@H](O)[C@@H](O)[C@]2(Cc3ccccc3CO2)O1
3	COc1cccc2c(=O)c3c(oc12)CCCC3
3	O=C(COC(=O)C1CC(=O)N(Cc2ccccc2)C1)Nc1ccccc1F (stereo not drawn)
-3	COCCNC(=O)C1(C)CCCN(Cc2ccc(-n3ccnc3)cc2)C1 (stereo not drawn)
-1	CCOc1ccc(-n2cc(C(=O)Nc3cccc(OC)c3)c3cc(OC)c(OC)cc3c2=O)cc1

Other results follow.
TbREL1 primary	smiles
-2	CCCCCCCCCC(=O)NNC(=O)c1c(O)c2ccccc2n(CC)c1=O
3	CCc1ccccc1Oc1nc(NCc2ccccc2)nc2ccsc12
8	Cc1ccc(CSCCNC(=O)c2ccc(C)cc2)cc1
3	Cc1ccnc(NC(=O)c2ccc(S(=O)(=O)N3CCCCCC3)cc2)c1
4	Cc1ccccc1C(OCCN(C)C)C1CCCCC1 (stereo not drawn)
3	CC(=O)Nc1nonc1NC(C)=O
-2	CCc1ccc(CN2C(=O)c3ccccc3C2C(=O)NCc2cccnc2)cc1 (stereo not drawn)
3	CCCCC(CC)CNC(=O)C(=O)c1ccccc1NC(C)=O (stereo not drawn)

The list goes on:
TbREL1 primary	smiles
0	CCCNC(=O)c1ccccc1NC(=O)COc1ccc(OC)cc1
-4	COc1ccccc1OCC(=O)Nc1ccc(N2CCOCC2)cc1N1CCOCC1
0	CCCCN(C(=O)Cn1nnc2ccccc21)C(C(=O)NCCOC)c1ccc(OC)cc1OC (stereo not drawn)
8	CCOC(=O)c1ccc(NC(=O)CSc2nnc(-c3cc(-c4ccccc4)n[nH]3)n2N)cc1
-1	CC1CC(C)CN(C(=O)/C=C/c2ccc(S(=O)(=O)N3CCOCC3)cc2)C1 (stereo not drawn)
8	COc1ccccc1C(CNC(=O)C1COc2ccccc2O1)N1CCCC1 (stereo not drawn)
1	CC(=O)Nc1ccc(NS(=O)(=O)c2cc([N+](=O)[O-])ccc2C)cc1
-4	O=C1CC/C=C\C[C@@H](CC(=O)N(CCO)Cc2ccccc2)C(=O)N2CCC[C@H]2CO1

Later entries:
TbREL1 primary	smiles
0	COc1ccc(C(=O)Cn2c(C(=O)/C=C/c3ccccc3)nc3ccccc32)cc1
3	COc1cccc(C2CC(c3cccc(OC)c3)n3nc(N)nc3N2)c1 (stereo not drawn)
1	COc1cc2cc(CCCOC(=O)CCC(=O)O)oc(=O)c2cc1OC
0	O=C(Cc1ncc(C(F)(F)F)cc1Cl)N1CCN(c2ccccn2)CC1
-1	NS(=O)(=O)c1cccc(NC(=O)c2cncc(Br)c2)c1
3	COc1ccc(CNC(=O)N[C@@H](CC(C)C)C(=O)O)cc1OC
-4	O=C(c1ccc2oc(Cc3ccc(Cl)cc3)nc2c1)N1CCCCC1CCO (stereo not drawn)
2	Cc1ccccc1CN1CCCCC(NC(=O)c2ccccc2F)C1=O (stereo not drawn)

Additional entries follow.
TbREL1 primary	smiles
-1	Cc1ccc(-c2ccc(/C=C(\C#N)C(N)=S)n2C)cc1
7	O=S(=O)(NCC1OCCc2ccccc21)c1ccccc1 (stereo not drawn)
1	CCCS(=O)(=O)C/C(N)=N/OC(=O)c1ccccc1Cl
2	COc1ccc2c(c1)N[C@@](CCN1C(=O)c3ccccc3C1=O)(c1[nH]c3ccccc3c1CCN1C(=O)c3ccccc3C1=O)C2=O
4	Cc1occc1C(=O)Nc1ccccc1NC(=O)c1ccoc1C
-1	C/C(=N\O)c1c(C)c2ccccc2n1C
1	Oc1ccccc1Nc1nc(NCC2CCCO2)c2ccccc2n1 (stereo not drawn)
3	COc1ccccc1NS(=O)(=O)c1cccc2nsnc12

Going on with the list.
TbREL1 primary	smiles
-4	Cc1cccn2c(=O)nc(SCC(=O)N3CCN(c4ccccc4)CC3)nc12
-2	O=C(Nc1nnc(-c2cccnc2)s1)c1cnc2ccccc2c1
-1	CC1CCc2c(sc(NS(=O)(=O)c3ccccc3)c2C(=O)OC(C)C)C1 (stereo not drawn)
1	COc1cc(CN2CCN(C(c3ccccc3)c3ccccc3)CC2)cc(OC)c1OC
-2	Cc1ccc(NC(=O)C2(N(CC(C)C)C(=O)Cn3nnnc3N)CCCCC2)cc1
-5	COc1ccc(N2CCN(CCNS(=O)(=O)c3ccc(C(C)(C)C)cc3)CC2)cc1
3	CC(C)(C)OC(=O)N1CC=C2C(C#N)=C(N)C(C#N)(C#N)C(c3cccs3)C2C1 (stereo not drawn)
-6	COCCN(C(=O)CCCc1nc2ccccc2s1)c1c(N)n(CC(C)C)c(=O)[nH]c1=O

Continuation.
TbREL1 primary	smiles
0	CCn1c(O)c(C=Nc2ccccc2)oc1=S
1	CCOc1cccc(OCCCOc2ccccc2)c1
3	O=C(O)c1cccc(Oc2ncnc3sc4c(c23)CCCC4)c1
2	Nc1cccc(S(=O)(=O)c2cccc(N)c2)c1
1	COc1ccc(/C=N/c2oc(C)c(C)c2C#N)c(OC)c1
1	CC(C)c1ccc(NC(=O)Nc2nnc([C@@H]3C[C@H](O)[C@@H](CO)O3)s2)cc1
2	CCOC(=O)c1sc(NC(=O)c2ccc(=O)[nH]c2)nc1C
1	CN(C)S(=O)(=O)c1cccc(NC(=S)NCCc2ccccn2)c1

(next part)
TbREL1 primary	smiles
-4	CCc1ccccc1NC(=O)CN(C)Cc1c(O)ccc2ccccc12
2	C=CCNc1nc(NCc2cccc(OC)c2)c2sc(-c3ccccc3)cc2n1
-2	O=C(OCCOc1ccc(Br)cc1)c1cnccn1
3	CCn1c(COc2ccc(C)cc2)nnc1SCC(=O)Nc1ccc(C(=O)OC)cc1
1	Cn1ccnc1-c1nnn(-c2ccc(F)cc2)n1
0	COc1cccc(/C=N/n2nnnc2N)c1OCc1ccccc1Cl
-1	COC(=O)C1N[C@@H]([C@@H](NC(=O)COc2ccccc2)C(=O)NCc2ccc(OC)cc2)SC1(C)C (stereo partly drawn)
1	O=C(NN1C(=O)c2ccccc2NC1c1ccco1)c1ccc([N+](=O)[O-])cc1 (stereo not drawn)

Part of the list above, with tabs.
SMILES	TbREL1 primary
Cc1csc(NC(=O)c2cc3c(s2)CCCC3)n1	-1
CCC(C)n1c(SCC(=O)/C(C#N)=C(\C)N)nc2ccccc2c1=O (stereo not drawn)	-1
C[C@@H]1CN([C@@H](C)CO)C(=O)c2cc(Br)cnc2O[C@H]1CN(C)C(=O)NC1CCCC1	-2
COc1ccc(-n2c3c(cc(C(=O)NNc4ccccc4C)c2=O)C(=O)CC(C)(C)C3)cc1	-4

Back to the main list, repeating the four entries before the break.
TbREL1 primary	smiles
1	Cn1ccnc1-c1nnn(-c2ccc(F)cc2)n1
0	COc1cccc(/C=N/n2nnnc2N)c1OCc1ccccc1Cl
-1	COC(=O)C1N[C@@H]([C@@H](NC(=O)COc2ccccc2)C(=O)NCc2ccc(OC)cc2)SC1(C)C (stereo partly drawn)
1	O=C(NN1C(=O)c2ccccc2NC1c1ccco1)c1ccc([N+](=O)[O-])cc1 (stereo not drawn)
8	COc1ccc(CCNC(=O)Cn2cc(C(F)(F)F)cc(Cl)c2=O)cc1OC
1	COC(=O)c1cn(NC(=O)CCC2CCCC2)c(=O)c2ccccc12
-2	COC(=O)CC1C(=O)NCCN1C(=S)NC(=O)c1ccccc1[N+](=O)[O-] (stereo not drawn)
-1	Cc1c(Cc2ccccc2)c(=O)oc2c(C)c(OCC(=O)Nc3ccc(C#N)cc3)ccc12
0	CCOc1ccccc1C(=O)NC(C)c1ccc2c(c1)OCO2 (stereo not drawn)
1	O=C(O)c1nn(CC(=O)N2CCN(c3ccccc3)CC2)c(=O)c2ccccc12
0	O=C(NCc1ccccn1)C1CC(c2ccc(F)cc2)=NO1 (stereo not drawn)
-2	COC(=O)c1ccc(NC(=S)NC2CCCCC2C)cc1 (stereo not drawn)
3	Cc1ccc(C(=O)N/N=C/c2c[nH]c3ccccc23)o1
-2	CCOC(=O)c1cnc(SC)nc1N1CCCC1

Screening data from PubChem BioAssay.
